S3 lipid droplet: qHTS Assay for Lipid Storage Modulators in Drosophila S3 Cells | Drosophila S3 cells, BODIPY lipid droplet fluorescence, 18-24 h; cells fed with added oleic acid | Potency in µM for hits, for the others lipid storage change, negative = inhibition, % at the top dose, mostly 46.1 µM | hit rate 0.64% among 320,000 | AID 2685; active means well fitted inhibition curve with a large enough effect in the signal ratio, with a control signal flat, not every such curve was filed as active; inconclusive means small, poorly fitted or top-dose-only effect, or effect the other way, or a change in a side signal; the % refers to the signal ratio
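Drosophila S3 cells got compounds at several concentrations plus oleic acid (400 uM solution). Laser-scanning cytometry with 488 nm excitation read lipid droplets at 500-530 nm and cells at 575-640 nm. Percent activity was relative to 20 uM Triacsin C.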
S3 lipid droplet cell count max: recorded beside S3 lipid droplet, whose call it bears; cell number change, %; measured here: cell count max response;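 cells counted by Cell Tracker Red CMTPX staining in the red channel; peak over a dose series mostly up to 46.1 µM; percent activity relative to internal control wells on each plate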
Active calls of the source: *; i = inactive; ? = inconclusive; nt = no result given; [ ] = remark or other dose. On the % scale 0 is the no-effect control and ±100 the full control effect; potency means the concentration at half of the fitted maximal effect. Only part of the results is shown, so the mix of outcomes need not match the whole.

Results follow in this order: S3 lipid droplet, S3 lipid droplet cell count max
Cc1cc(NC(=O)CN(C)CCOc2ccccc2)ccc1Br
  9%, -6
CCOc1ccc(S(=O)(=O)N2CCCCC2)cc1NC(=O)CC1OC(=O)c2ccccc21 (stereo not given)
  ?, nt
CCN(CC)c1ccc(NC(=O)/C=C/c2cc(Br)ccc2OC)cc1
  ?, nt
C#CCOC(=O)CCCC(=O)Nc1ccccc1OC
  -8%, 4
COc1ccc(NC(=S)NCCc2ccc(S(N)(=O)=O)cc2)c(OC)c1
  -6%, -14
OCc1nnc2c3ccccc3c(-c3ccccc3)nn12
  i, nt
O=C(NCC(c1ccco1)N1CCCC1)c1cc2ccccc2s1 (stereo not given)
  ?, nt
O=C(NC1CCCCC1)C1CC(=O)N(c2cccc([N+](=O)[O-])c2)C1 (stereo not given)
  7%, 10
COc1ccccc1NC(=O)NC1(C(=O)N2CCC(C)CC2)CCCCC1
  ?, nt
CC1(c2ccccc2)O[C@@H]2C[C@H]3[C@@H]4CCC5=CC(=O)C=C[C@]5(C)[C@@]4(F)[C@@H](O)C[C@]3(C)[C@]2(C(=O)CO)O1 (stereo not given in full)
  -7%, -19
COc1cc(/C=N/NC(=O)C(=O)NCc2ccco2)cc(Br)c1O
  ?, nt
CCOC(=O)CNC(=O)CSc1nnc(SCC(=O)NCC(=O)OCC)s1
  ?, nt
C=CCNc1ncnc2c1cnn2-c1cccc(C)c1
  i, nt
Cc1ccc(C)c(N(CC(=O)NC2CCCC2)C(=O)CNC(=O)c2cccs2)c1
  ?, nt
O=C(O)c1cc(-c2ccccc2Cl)n(-c2ccc(F)cc2)n1
  -7%, 1
Cc1oc(-c2ccccc2Cl)nc1CS(=O)CC(=O)NCc1ccc(Cl)cc1 (stereo not given)
  ?, nt
CCc1nnc(NC(=O)Cc2ccc(Br)cc2)s1
  ?, nt
N#Cc1c(-c2ccccc2)cc2nc3ccccc3n2c1N
  1%, 6
Cc1ccc(C)c(OCCN2C(=O)NC3(CCc4ccccc4C3)C2=O)c1 (stereo not given)
  ?, nt
Cc1ccc(CN2C3=NCCN3c3ccccc32)cc1
  ?, nt

Single records, as listed above. Values in the order: S3 lipid droplet | S3 lipid droplet cell count max
`O=C(O)c1cc(-c2ccccc2Cl)n(-c2ccc(F)cc2)n1` in the list: -7% | 1
`C=CCNc1ncnc2c1cnn2-c1cccc(C)c1` in the list: i | nt

(cont.)
Results follow in this order: S3 lipid droplet, S3 lipid droplet cell count max
CSc1ccc(CN(C)C(=O)c2cccc(S(=O)(=O)N3CCN(Cc4ccccc4)CC3)c2)cc1
  ?, nt
Cc1cc(Br)ccc1NC(=O)CNC(=O)CNc1cccc([N+](=O)[O-])c1
  11%, 10
Cc1ccc(/C=C(\C#N)C(=O)Nc2cccc(C)n2)cc1
  11%, nt
COc1ccc([C@H]2[C@H](C(=O)C(C)(C)C)N3N=Cc4ccccc4C3[C@]23N=C(c2ccccc2)OC3=O)cc1 (stereo not given in full)
  i, -19
O=C(Nc1ncccc1O)c1cccc(S(=O)(=O)N2CCCC2)c1
  -1%, 3
COCC(=O)N(C)CC1CCCN(CCc2ccccc2OC)C1 (stereo not given)
  ?, nt
Cc1ccc2oc(=O)c(/C=C(\O)c3ccccc3)nc2c1
  0%, 3
Cc1cccc(N2CC(O)=C(c3nc4ccccc4n3C)C2=N)c1
  10%, -10
Cc1ccc2nc(-c3ccc(S(=O)(=O)N4CCCCC4)cc3)cn2c1
  -2%, -1
Cc1cccc(OCC(=O)Nc2ccccc2N2CCN(C)CC2)c1
  -15%, -21

Some of the entries above in another layout.
canonical_smiles	S3 lipid droplet	S3 lipid droplet cell count max
Cc1cccc(N2CC(O)=C(c3nc4ccccc4n3C)C2=N)c1	10%	-10
CSc1ccc(CN(C)C(=O)c2cccc(S(=O)(=O)N3CCN(Cc4ccccc4)CC3)c2)cc1	?	nt
Cc1ccc(/C=C(\C#N)C(=O)Nc2cccc(C)n2)cc1	11%	nt
COc1ccc([C@H]2[C@H](C(=O)C(C)(C)C)N3N=Cc4ccccc4C3[C@]23N=C(c2ccccc2)OC3=O)cc1 (stereo not given in full)	i	-19
Cc1cc(Br)ccc1NC(=O)CNC(=O)CNc1cccc([N+](=O)[O-])c1	11%	10
Cc1ccc2nc(-c3ccc(S(=O)(=O)N4CCCCC4)cc3)cn2c1	-2%	-1

(listing goes on)
Results follow in this order: S3 lipid droplet, S3 lipid droplet cell count max
O=C(O)CCc1nn2c3ccccc3n(CC(=O)c3cccs3)c2nc1=O
  -7%, -2
COc1ccccc1N1CCN(Cc2cc(=O)c(OCC(=O)Nc3ccccc3)co2)CC1
  ?, nt
O=c1[nH]c2ccc(NS(=O)(=O)c3ccc(F)c(Cl)c3)cc2[nH]1
  ?, nt
CCCc1cc(=O)c2ccc(OCC(C)=O)cc2o1
  13%, 6
COc1cc(/C=N/NC(=O)c2cc(C)oc2C)ccc1OCc1ccccc1
  i, nt
Cc1cc(C=O)c(C)n1-c1ccc(N2CCOCC2)c([N+](=O)[O-])c1
  ?, nt
COc1ccc(CCCNC(=O)CC#N)cc1OC
  ?, nt
COc1ccc(C(=O)COC(=O)c2ccc(Cl)nc2)cc1OC
  ?, nt
COC(=O)[C@@H]1C(c2c(OC)cc(OC)cc2OC)=NO[C@H]1C(=O)OC
  ?, nt
Cc1ccc(S(=O)(=O)N2[C@@H](c3ccc(Cl)cc3)C(C(=O)O)=CC[C@H]2c2cccc(Cl)c2)cc1
  ?, nt
CC(=O)c1ccc(N2CCN(C(=O)Cc3ccccc3)CC2)c(F)c1
  15%, -3
Cc1nnc(SCC(=O)NC2CCCc3ccccc32)n1-c1ccccc1 (stereo not given)
  19%, 9
CC(C)C(NC(=O)c1ccc(C(C)(C)C)cc1)C(=O)O (stereo not given)
  ?, nt
O=C(CSc1nc2c(c(=O)n1-c1ccc(Cl)cc1)SCC2)N1CCCC1
  i, 2
COc1ccc(CCNC(=O)c2cc(-c3ccccc3OC)on2)cc1OC
  i, -1
COc1cccc(OC)c1C(=O)Nc1cccc(-c2nc3ccccc3[nH]2)c1
  7%, 9
CCOc1ccc(NC(=O)NC2CCOC(C)(C)C2)cc1 (stereo not given)
  10%, 11
CCc1ccc(N(C(=O)c2snc(C(N)=O)c2N)C(C(=O)NCCC(C)C)c2c[nH]c3ccccc23)cc1 (stereo not given)
  -2%, -11
Cc1cc(N2CCN(C)CC2)nc2ccc(NC(=S)N3CCOCC3)cc12
  8%, nt
Cc1ccc(NC(=O)c2cc(-c3ccco3)nc3ccccc23)cc1S(=O)(=O)N1CCOCC1
  ?, nt
COc1ccc(NC(=O)c2cc(-c3ccccc3)nc3c2cnn3C(C)C)c(OC)c1
  ?, nt
S=C(NCc1ccco1)Nc1cccc(Cl)c1Cl
  2%, -4
COc1ccc(-c2ccc(C#N)c(SCC(=O)Nc3sc4c(c3C#N)CCC4)n2)cc1OC
  ?, nt
Cc1ccc2c(c1)N(CC(=O)NCCCN1C(C)CCCC1C)C(=O)c1cccnc1O2 (stereo not given)
  -22%, 3
COc1ccccc1NC(=S)N1CCN(c2ccccc2F)CC1
  ?, nt
CCOC(=O)c1c(-c2ccc(C)o2)csc1NC(=S)NC(=O)c1cccs1
  ?, nt
NC(=O)CSc1nnc(-c2ccc(S(=O)(=O)N3CCCC3)cc2)o1
  -8%, -1
COc1ccc(NS(=O)(=O)c2ccc(C)c(NC(=O)c3ccc(C)c(S(=O)(=O)N4CCOCC4)c3)c2)cc1
  -12%, 7
COc1ccc(C)cc1NC(=O)CSc1nnc2ccc(-c3ccncc3)nn12
  ?, nt
O=C1CCCCN1CC(=O)N1CCCC(N2CCN(c3ccccc3F)CC2)C1 (stereo not given)
  ?, nt
Cc1nn(-c2ccccc2)c(N2CCCC2)c1/C=C1\N=C(c2ccc(OC(C)C)cc2)OC1=O
  3%, 5
O=C(Nc1ncccn1)c1cccc(F)c1
  21%, -19
CSCCC(NC(=O)COc1ccccc1)C(=O)N1CC(C)OC(C)C1 (stereo not given)
  i, -21
Cc1ccc(S(=O)(=O)CCc2nnc(N)s2)cc1C
  -10%, -5
O=C(NCC1CCCO1)c1ccc(NC(=O)c2cccc(Br)c2)cc1 (stereo not given)
  ?, nt
CC(C)Sc1nc(O)c(Cc2ccccc2)c(=O)[nH]1
  ?, nt
COc1ccc(C2(CNC(C)=O)CCOCC2)cc1OC
  -5%, -12
CCn1cc(C=O)c2cc(S(=O)(=O)N3CCOCC3)ccc21
  ?, nt
Cc1ccc2cc(C)c3nnc(SCC(=O)c4cccs4)n3c2c1C
  ?, nt
Cc1cc(NC(=O)c2cccc(C(=O)Nc3cc(C)on3)n2)no1
  i, -6
CCCCn1c(=O)[nH]c(=O)c2c1nc(-c1ccc(C(F)(F)F)cc1)n2C
  ?, nt
CCOC(=O)CN(C(=O)CCC(=O)Nc1cc(C)on1)C(C(=O)NC1CCCC1)c1cccnc1 (stereo not given)
  -2%, 11
Cc1ccc(COc2ccc(C)nc2[N+](=O)[O-])cc1
  8%, 16
O=C(NCC(=O)N(c1cccc(F)c1)C(C(=O)NC1CCCC1)c1cccnc1)c1ccco1 (stereo not given)
  ?, nt
N#CC1=C(N)OC2=C(CC/C2=C\c2ccccc2)C1c1ccccc1 (stereo not given)
  ?, nt
CSCCC(NC(=O)c1ccccc1Cl)C(=O)N1CCC1 (stereo not given)
  ?, nt
CCN1C(=O)CC(NNC(=O)c2ccccc2)C1=O (stereo not given)
  ?, nt
Cc1cc(Br)c(NC(=O)CN2CCCC2)c(Br)c1
  -1%, 29
CCOc1ccc(C(=O)CCC(=O)N(CC)CC(=O)Nc2c(F)cccc2F)cc1
  ?, nt
Cc1coc2cc3oc(=O)c(CCC(=O)N4CCC(C(=O)O)(c5ccccc5)CC4)c(C)c3cc12
  ?, nt

Next section:
Results follow in this order: S3 lipid droplet, S3 lipid droplet cell count max
Cc1ccc(NC(=O)CS(=O)CC(=O)Nc2ccc(N3CCOCC3)cc2)cc1Cl (stereo not given)
  7%, 5
CCCOc1ccc(C(C(=O)OCCN(CC)CC)c2ccccc2)cc1 (stereo not given)
  -3%, -10
COc1ccc(C(=O)n2nc(-c3ccco3)nc2SC)cc1OC
  -8%, -20
Cc1cc(C)c(C#N)c(Nc2ccccc2Cl)n1
  14%, -12
Cc1c(NC(=O)CSc2nnnn2C)c(=O)n(-c2ccccc2)n1C
  -13%, -16
CC(C)N1C(=O)S/C(=C/c2ccc3c(c2)n(C)c(=O)n3C)C1=O
  -23%, 13
O=C(c1ccccn1)N1CCCC(N2CCN(c3cccc(C(F)(F)F)c3)CC2)C1 (stereo not given)
  ?, nt
O=C(c1ccc(N2CCOCC2)cc1)N1CCCC(Nc2ccccc2)C1 (stereo not given)
  ?, nt
OC(CNCC1CCCCC1)COc1ccccc1 (stereo not given)
  i, 19
COCCNc1nnc(SCC(=O)Nc2cc(C)on2)s1
  ?, nt
Cc1cc(-c2nnc3n2N=C(c2ccccc2Br)CS3)n[nH]1
  3%, 4
CC1CCc2sc(C(=O)NN=C3CCC(c4ccccc4)CC3)cc2C1 (stereo not given)
  ?, nt
O=C(O)CN1C(=O)/C(=C\c2cccc(OCc3ccc(Cl)cc3Cl)c2)SC1=S
  ?, nt
Cc1cccc2nc(Cn3c(=O)n(CCCC(=O)NCc4ccco4)c(=O)c4ccccc43)cc(=O)n12
  18%, -4
CCn1c(SCC(=O)c2ccc3ccccc3c2)nnc1-c1ccco1
  ?, nt
Cc1ccc2c(c1)N(CC(=O)NCc1cccs1)C(=O)C(C)O2 (stereo not given)
  ?, nt
Cc1cccc(-c2cc(=O)c(C(=O)O)cn2-c2ccc(F)cc2F)c1
  -7%, 0
COC(=O)c1ccc(OCC(O)CN2CCN(C(=O)c3ccco3)CC2)cc1 (stereo not given)
  ?, nt
O=C(COC(=O)C1CC1)NCc1ccccc1
  8%, nt
CNC(=S)N(CCCn1ccnc1)Cc1c(F)cccc1Cl
  3.3µM*, 21*

Not a retest: 2 of the compounds above.
Results follow in this order: S3 lipid droplet, S3 lipid droplet cell count max
O=C(COC(=O)C1CC1)NCc1ccccc1
  8%, nt
CNC(=S)N(CCCn1ccnc1)Cc1c(F)cccc1Cl
  3.3µM*, 21*

Carrying on.
Results follow in this order: S3 lipid droplet, S3 lipid droplet cell count max
COc1ccc(Cl)cc1NC(=O)CN(C)C(=O)c1ccc(-n2nc(C)cc2C)cc1
  ?, nt
COc1cc2c(cc1OC)/C(=C/C(=O)c1cccc([N+](=O)[O-])c1)NCC2
  ?, nt
CCN(CC(=O)Nc1ccccc1OC)C(=O)C1CCCC1
  i, -11
COc1ccc(-n2ncc3c(N4CCN(c5cccc(C)c5C)CC4)ncnc32)cc1
  ?, nt
CCc1nc(N=C(N)N)nc2ccccc12
  ?, nt
COc1ccccc1N1CCN(S(=O)(=O)c2c(C)ccc3nsnc23)CC1
  i, -23
Cn1c(=O)c2c(nc(N3CCN(c4ccc([N+](=O)[O-])cc4)CC3)n2C)n(C)c1=O
  -10%, -8
O=[N+]([O-])c1ccc(N2CCN(S(=O)(=O)c3ccccc3)CC2)cc1N1CCc2ccccc2C1
  ?, nt
O=C(Cc1ccc([N+](=O)[O-])cc1)Nc1ccc2c(c1)C(=O)NC2=O
  4%, -1
Nc1nc2n(n1)C(c1cccc(Br)c1)CC(c1ccccc1)N2 (stereo not given)
  ?, nt
CS(=O)(=O)c1ccc(C(=O)OCC(=O)Nc2cccc(S(=O)(=O)N3CCCC3)c2)cc1
  i[0.0737 µM], -8
